Source: PubChem (The Scripps Research Institute Molecular Screening Center)
Fam108B inh: mouse Fam108B serine hydrolase inhibitors, primary screen, counter-screen for RBBP9 inhibitor project, biochemical, fluorescence polarization. recombinant Fam108B, FP-Rh probe fluorescence polarization. inhibition, % at 9.51 µM. 300,000 compounds, 0.33% hits;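 active = inhibition above the screen mean inhibition plus 3 SD, computed separately per campaign, cut at about 18% in these data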;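 also: inhibitors lower polarization as less probe binds the enzyme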
PAFAH2 FP inh: PAFAH2 enzyme inhibitors, primary screen, biochemical, fluorescence polarization, human; recombinant PAFAH2, FP-rhodamine activity probe; 340,000 compounds, 0.99% hits; inhibition, % at 3.39 µM;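 active = inhibition above the mean over all tested compounds plus 3 SD, cut at about 30% in these data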;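 also: inhibitors block probe labeling of enzyme so polarization drops; 0% = enzyme with DMSO and 100% = wells lacking PAFAH2 protein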
GSTO1 inh: inhibitors of recombinant GSTO1, primary screen, counter-screen for RBBP9 inhibitor project, biochemical, fluorescence polarization; inhibition, % at 5.96 µM; AID 1974, 2009; 300,000 compounds, 1.1% hits; activity-based probe fluorescence polarization;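 active = inhibition above the campaign mean inhibition plus 3 SD, cut at about 35% in these data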;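 also: 0% = GSTO1-1 with DMSO and 100% = wells lacking GSTO1-1 enzyme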
Target sequence (P78417 whole entry, looked up): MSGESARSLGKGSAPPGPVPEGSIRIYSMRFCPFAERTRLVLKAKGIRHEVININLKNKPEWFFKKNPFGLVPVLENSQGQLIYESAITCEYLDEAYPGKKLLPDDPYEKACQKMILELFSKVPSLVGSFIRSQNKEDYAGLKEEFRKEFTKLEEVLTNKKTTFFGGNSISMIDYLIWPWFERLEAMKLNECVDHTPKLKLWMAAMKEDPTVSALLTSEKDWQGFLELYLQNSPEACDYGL
LYPLA1 counter: LYPLA1 inhibitors, primary screen, counter-screen for PME1 inhibitor project, biochemical, fluorescence polarization, FP-Rh probe ABPP | Acyl-protein thioesterase 1 (Homo sapiens), O75608 | recombinant LYPLA1 | inhibition, % at 5.9 µM | 320,000 compounds, 0.16% hits | AID 2174, 2009;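 active = inhibition above the mean of all tested compounds plus 3 SD, set per campaign, cut at about 14% in these data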;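 also: inhibitors block serine hydrolase probe labeling of LYPLA1 so polarization falls; 0% = enzyme with DMSO and 100% = wells lacking LYPLA1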
Target sequence (O75608 whole entry, looked up): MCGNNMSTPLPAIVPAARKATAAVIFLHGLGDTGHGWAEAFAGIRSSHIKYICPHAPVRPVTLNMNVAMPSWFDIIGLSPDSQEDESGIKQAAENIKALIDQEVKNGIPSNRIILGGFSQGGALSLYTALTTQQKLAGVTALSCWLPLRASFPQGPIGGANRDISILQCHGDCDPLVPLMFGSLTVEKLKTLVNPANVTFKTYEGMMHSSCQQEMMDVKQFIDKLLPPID
PME-1 inh: PME-1 inhibitors via competitive probe labeling, primary screen, biochemical, fluorescence polarization, FP-Rh probe, HTS; Protein phosphatase methylesterase 1 (Homo sapiens), Q9Y570; recombinant PME-1; inhibition, % at 5.9 µM; 320,000 compounds, 0.53% hits; AID 2130, 2009;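 active = inhibition above the campaign mean of all compounds plus 3 SD, cut at about 26% in these data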;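 also: competitive labeling of PME-1 active site by serine hydrolase directed probe; 0% = PME-1 with DMSO and 100% = wells lacking PME-1 enzyme; inhibitors block probe labeling so polarization falls and inhibition rises; many of its hits are not listed in these tables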
PAFAH1B2 FP inh: PAFAH1B2 enzyme inhibitors, primary screen, biochemical, fluorescence polarization, human; Platelet-activating factor acetylhydrolase IB subunit alpha2 (Homo sapiens), P68402; recombinant PAFAH1B2, FP-rhodamine activity probe; inhibition, % at 3.39 µM; 340,000 compounds, 1.2% hits;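 active = inhibition above the mean of all tested compounds plus 3 SD, cut at about 24% in these data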;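 also: 0% = enzyme with DMSO and 100% = wells lacking PAFAH1B2; many of its hits are not listed in these tables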
Target sequence (P68402 whole entry, looked up): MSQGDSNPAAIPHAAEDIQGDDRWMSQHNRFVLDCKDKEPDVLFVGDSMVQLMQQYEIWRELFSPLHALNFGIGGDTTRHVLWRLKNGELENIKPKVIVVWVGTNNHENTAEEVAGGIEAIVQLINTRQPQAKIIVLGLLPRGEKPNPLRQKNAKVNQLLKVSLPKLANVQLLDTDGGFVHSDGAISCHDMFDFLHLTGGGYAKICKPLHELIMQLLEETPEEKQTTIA
pPAFAH FP inh: pPAFAH enzyme inhibitors, primary screen, biochemical, fluorescence polarization, human; Platelet-activating factor acetylhydrolase (Homo sapiens), Q13093; recombinant pPAFAH, FP-rhodamine probe fluorescence polarization; inhibition, % at 3.39 µM; 330,000 compounds, 1.5% hits; AID 463082, 2010;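 active = inhibition above the mean inhibition across the screen plus 3 SD, cut at about 25% in these data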;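 also: inhibitors block binding of the rhodamine activity-based probe so polarization drops; 0% = enzyme with DMSO and 100% = wells lacking pPAFAH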
PAD4 inh: human PAD4 inhibitors, primary screen, biochemical, fluorescence polarization, 1536-well format | recombinant PAD4, RCA probe fluorescence polarization | inhibition, % at 6.36 µM | 330,000 compounds, 0.41% hits | AID 485272, 2010;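 active = percent inhibition above a cutoff equal to the mean of all tested compounds plus 3 SD, cut at about 15% in these data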;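 also: 0% = PAD4 with RCA probe and DMSO and 100% = probe without PAD4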
PAFAH1B3 FP inh: PAFAH1B3 enzyme inhibitors, primary screen, biochemical, fluorescence polarization, human; 340,000 compounds, 0.28% hits; AID 492972, 2010; inhibition, % at 3.39 µM; Platelet-activating factor acetylhydrolase IB subunit alpha1 (Homo sapiens), Q15102; recombinant PAFAH1B3, FP-rhodamine probe;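 active = inhibition above the screen-wide average of all tested compounds plus 3 SD, cut at about 25% in these data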;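 also: 0% = enzyme with DMSO only and 100% = wells lacking PAFAH1B3 protein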
Target sequence (Q15102 whole entry, looked up): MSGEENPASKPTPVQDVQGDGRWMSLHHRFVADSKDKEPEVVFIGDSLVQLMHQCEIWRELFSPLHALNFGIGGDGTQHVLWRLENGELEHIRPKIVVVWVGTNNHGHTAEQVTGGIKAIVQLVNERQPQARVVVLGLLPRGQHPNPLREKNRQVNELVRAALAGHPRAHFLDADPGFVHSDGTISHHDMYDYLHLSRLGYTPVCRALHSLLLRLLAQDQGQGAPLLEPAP
Active calls of the source: *; / = not tested or not shown. The list is partial; count on the stated rates, not on these rows.

SMILES	Fam108B inh	PAFAH2 FP inh	GSTO1 inh	LYPLA1 counter	PME-1 inh	PAFAH1B2 FP inh	pPAFAH FP inh	PAD4 inh	PAFAH1B3 FP inh
O=C(NCCCN1CCOCC1)C1CCC(=O)N1CCc1ccccc1 (centres undefined)	-2.5	3.8	5.4	3.6	-1.4	0.4	-2.4	-1.2	0.3
CC(=O)C1=C(NC(=O)c2ccc(C(F)(F)F)cc2)C[C@@H]2[C@H]1C2(C)C	-5.6	0.0	2.6	-3.2	-8.6	0.1	8.1	4.0	-4.7
CCCS(=O)(=O)N1CCCC(C(=O)NCC2CCCO2)C1 (centres undefined)	2.6	-0.9	3.1	1.2	-4.3	4.0	0.3	0.0	1.8
COc1ccc(C(=O)NCc2ccccn2)cc1	0.7	0.8	-4.9	0.8	-3.0	0.8	-0.3	-3.6	13.4
Cc1cccc(Cn2c(NCC(C)O)nc3c2c(=O)n(C)c(=O)n3C)c1 (centres undefined)	-1.7	-12.6	-7.6	-0.2	-0.7	-0.2	-0.7	-0.7	-1.1
C=CCn1c(COc2ccccc2)nnc1SCC(=O)NCC(=O)OCC	0.8	5.4	4.5	0.5	1.1	4.1	-4.1	-4.4	-1.9
CCOC(=O)C1CCCN(C(=O)c2cc(=O)c3ccccc3o2)C1 (centres undefined)	0.7	3.1	-4.6	0.3	-2.6	10.0	3.0	-0.3	8.8
S=C(Nc1ccc(Nc2ccccc2)cc1)NC1CCCCCC1	4.3	-2.6	-1.5	-6.1	17.4	2.6	7.3	-0.1	4.9
N#Cc1ccc(C(=O)Nc2nnc(-c3ccccn3)o2)cc1	2.6	-8.0	-2.5	-1.9	-4.2	-3.6	1.2	-1.9	6.2
Cc1ccc(N2CC(C(=O)Nc3ccc(S(=O)(=O)NCC4CCCO4)cc3)CC2=O)cc1C (centres undefined)	-2.9	-5.5	4.0	-5.1	1.5	-2.2	-0.2	-0.9	5.9
CC(C)(C)c1ccc(C(=O)NCC(=O)N2CCCC2)cc1	-1.4	1.7	-5.7	-0.3	-5.8	3.1	-5.0	-2.4	11.4
COc1ccc(NC(=O)CSc2ccc([N+](=O)[O-])cc2)cc1S(=O)(=O)N1CCOCC1	/	3.0	/	-3.8	-4.1	9.4	3.6	-2.7	5.8
O=C(NC1CCCCC1)NC1(C(=O)NCCCN2CCOCC2)CCCCC1	0.5	-0.3	10.8	-0.3	-2.3	-0.1	3.8	-2.0	4.8
CC(=O)Nc1cccc(/C(C)=N/NC(=O)c2ccccc2Cl)c1	0.7	-7.0	1.3	0.3	3.7	1.8	3.3	-5.7	7.4
Cc1ccccc1-n1nnnc1SCC(=O)N(C)C1CCS(=O)(=O)C1 (centres undefined)	0.9	5.9	-0.2	-1.2	-2.0	-1.4	5.3	-1.0	3.0
COc1cccc(-c2ccc(C#N)c(SCC(=O)NCCc3ccc(Cl)cc3)n2)c1	0.1	2.5	1.1	-3.4	-9.3	-1.4	-0.6	2.9	-4.4
COc1ccccc1N1CCN(Cc2nc(N)nc(Nc3ccccc3)n2)CC1	-0.6	-2.7	2.4	1.3	-0.4	-4.9	5.7	-0.8	7.5
Cc1ccc(C(=O)NCC(=O)OCc2nnc(-c3ccc([N+](=O)[O-])cc3)o2)s1	/	0.3	/	-4.0	11.4	0.6	17.5	-1.5	5.3
CCCC(=O)Nc1ccc2oc(-c3ccncc3)nc2c1	-0.8	2.5	8.5	-0.3	-2.5	6.1	-5.4	-4.6	-0.9
Cc1nnc(SCC(=O)Nc2ncc3c(n2)CCCC3=O)s1	-8.6	4.7	-7.4	2.4	0.5	4.3	1.3	-15.2	2.8
CCN(C(=O)c1cn(C)c(=O)c2ccccc12)c1ccccc1F	4.0	-3.4	2.3	3.9	-2.8	9.0	-1.6	2.7	14.7
CCOc1ccc(S(=O)(=O)NCc2ccc(OC)cc2)c2cccnc12	-1.6	-6.7	-3.5	-2.0	-8.0	0.6	0.1	-2.2	-2.9
Cc1cc(NC(=O)c2n[nH]c(=O)c3ccccc23)ccc1Br	-4.6	/	-15.8	-1.8	-3.1	/	7.8	0.9	/
O=C(c1ccc(CS(=O)(=O)Cc2ccc(Cl)cc2)o1)N1CCCC1	6.6	8.1	-2.2	1.7	0.7	1.4	25.9*	0.6	6.5
COc1ccc(C(CCN)Cc2ccccc2)cc1 (centres undefined)	0.3	-3.0	1.8	3.5	-1.3	2.4	-5.2	-1.2	4.2
N#C/C(=C/c1cn(-c2ccccc2)nc1-c1cccc(OCc2ccccc2)c1)C(=O)NCCCn1ccnc1	-21.6	-15.6	-13.4	-23.8	-17.3	-3.4	2.4	-2.8	-0.7
O=C(NCc1ccccc1)C1CCCN(S(=O)(=O)c2ccc(F)cc2)C1 (centres undefined)	0.4	3.8	2.6	5.1	0.7	8.3	1.0	-3.4	-0.7
CC(=O)c1sc(NC(=O)C2CCN(C(=O)c3ccccc3C)CC2)nc1-c1ccccc1	0.6	4.4	-6.5	24.7*	10.5	3.5	5.6	-0.2	4.9
CN(C)c1cccc(C(=O)Nc2cccc(S(=O)(=O)NC3=NCCC3)c2)c1	0.0	3.6	-0.1	2.0	-0.2	5.6	6.6	1.0	5.0
COc1ccc(S(=O)(=O)N2CCN(C)CC2)c2ccccc12	-3.2	1.2	4.0	1.8	-2.9	2.3	3.3	-2.8	2.1
CCOC(=O)c1c(-c2ccc(C)o2)csc1NC(=O)CSc1nnc(C)s1	5.2	-1.2	5.7	-3.3	4.2	1.7	10.5	-8.6	-1.1
CN(C)S(=O)(=O)N1CCC(Oc2cccc(C(=O)N3CCSCC3)c2)CC1	0.2	-1.4	-0.4	2.2	9.0	10.0	1.2	2.2	12.2
O=c1oc2c3c4c(cc2c(C(F)(F)F)c1CCN1CCOCC1)CCCN4CCC3	0.4	2.3	0.1	-0.1	-6.0	3.7	6.8	9.8	10.5
COc1ccc(OC)c(NC(=O)c2ccc(CN(c3cc(Cl)ccc3C)S(=O)(=O)c3ccccc3)cc2)c1	-0.3	2.1	-0.1	-1.2	-2.5	-3.6	4.5	4.1	-0.5
Nc1ccccc1C(=O)Nc1nccs1	-1.7	-6.6	2.0	0.6	4.8	1.3	0.9	-6.4	8.4
COC(=O)C(C)Oc1cc(OC(C)C(=O)OC)c2c(-c3ccccc3)cc(=O)oc2c1 (centres undefined)	1.2	0.3	-3.1	4.5	0.6	5.3	-1.9	0.5	2.9
CCN(C(=O)CSc1nnc(NC2CCCCC2)s1)C1CCS(=O)(=O)C1 (centres undefined)	0.8	-0.5	-2.1	0.8	1.3	-0.7	-3.9	-0.4	-1.8
O=C(c1ccc(CS(=O)(=O)c2ccc(Br)cc2)o1)N1CCN(c2ncccn2)CC1	-0.4	1.2	6.5	0.8	-1.1	2.9	-2.0	1.2	5.1
O=C(NCCCN1CCOCC1)c1cc(-c2ccccc2F)no1	-2.9	-3.0	-1.6	2.9	0.6	7.3	5.6	-0.8	4.1
COc1ccc(C2=CSC3=NCCN23)cc1Br	-0.8	/	9.1	-0.5	-1.6	/	5.8	-3.2	/
Cc1ccc(C(=O)Nc2ccccc2N2CCCCC2)o1	7.9	6.5	2.1	2.4	-1.1	10.8	5.4	-4.6	3.9
CCc1ccc(-c2csc3ncn(CC(=O)NCc4ccco4)c(=O)c23)cc1	-6.2	-0.8	-1.7	-1.9	-1.8	2.2	6.9	-3.6	0.2
Cc1ccc(OC(C)C(=O)N2CC(=O)Nc3ccccc32)c(C)c1 (centres undefined)	0.5	-7.3	3.1	0.5	0.5	-1.4	6.0	-4.0	9.5
O=C1CN(C(=O)COC(=O)c2cccs2)c2ccccc2N1	/	3.3	/	3.0	-0.2	1.7	0.3	1.2	-0.1
COc1ccccc1NC(=S)N(CCN(C)C)C(C)c1ccncc1 (centres undefined)	1.5	2.4	0.6	6.2	-4.3	-3.8	0.2	-3.1	5.0
N#CNC(N)=Nc1cccc(Cl)c1	-6.0	3.0	4.8	-7.5	-12.2	-1.5	-4.0	-3.7	2.4
CC(C)(C)OC(=O)N[C@@H](Cc1ccccc1)C(=O)N[C@@H](CO)[C@H](O)[C@@H]1C[C@@H]1C(=O)N1CCCC1	-1.9	7.2	2.2	0.1	2.8	4.6	-1.4	-1.8	12.1
Cc1ccc(-n2c(=S)sc3c(=O)n(-c4ccccc4C)c(SCC(=O)O)nc32)cc1C	5.5	3.4	-9.1	-4.0	19.9	2.2	3.4	1.1	9.6
Cc1ccc(CNC(=O)C2(c3cccs3)CCOCC2)cc1	9.1	4.2	19.5	-0.5	-3.0	0.1	1.5	-2.2	-5.0
COc1cccc(CN2CCNC(=O)C2CC(=O)NCCCN2CCCC2=O)c1 (centres undefined)	-0.6	0.0	3.8	-5.0	-2.5	5.3	-8.1	-0.6	12.3
CN(CC(=O)Nc1ccc(Cl)c(Cl)c1)Cc1nnc(-c2ccc(F)cc2)o1	2.0	-7.0	-3.6	-2.3	-3.5	16.4	0.6	6.1	5.3
Cc1cc(NC(=O)CSc2n[nH]c(-c3ccc(Cl)cc3Cl)n2)no1	/	3.8	/	-4.8	-11.1	0.5	-4.9	-1.8	-4.1
Cc1ccc(CSCCNS(C)(=O)=O)cc1	1.6	-4.2	1.2	-2.6	2.1	14.7	0.8	-8.7	-2.8
COc1ccc(C(=O)c2c(-c3ccsc3)oc3ccc(-c4ccc(OC)cc4)cc23)cc1	-1.1	/	6.5	-3.1	-0.5	/	-7.4	0.1	/
O=C(Nc1ccc(F)cc1)c1cccnc1N1CCCCC1	-2.8	3.9	0.0	0.6	-2.6	4.3	-0.3	-2.8	9.5
CCOC(=O)c1cc2c(=O)n3ccccc3nc2n(C(C)C)c1=NC(=O)c1c(-c2c(F)cccc2Cl)noc1C	-12.7	16.0	1.0	-4.0	4.5	-6.8	3.0	-1.4	5.0
C/C(=N\Nc1ccc(C(F)(F)F)cc1[N+](=O)[O-])C1CC1	5.0	2.2	-1.0	2.2	-3.5	-3.0	-2.2	0.9	4.3

Pulled by compound from the list above:
SMILES	Fam108B inh	PAFAH2 FP inh	GSTO1 inh	LYPLA1 counter	PME-1 inh	PAFAH1B2 FP inh	pPAFAH FP inh	PAD4 inh	PAFAH1B3 FP inh
COc1ccc(C(=O)c2c(-c3ccsc3)oc3ccc(-c4ccc(OC)cc4)cc23)cc1	-1.1	/	6.5	-3.1	-0.5	/	-7.4	0.1	/
CCOC(=O)c1c(-c2ccc(C)o2)csc1NC(=O)CSc1nnc(C)s1	5.2	-1.2	5.7	-3.3	4.2	1.7	10.5	-8.6	-1.1
Cc1ccc(-n2c(=S)sc3c(=O)n(-c4ccccc4C)c(SCC(=O)O)nc32)cc1C	5.5	3.4	-9.1	-4.0	19.9	2.2	3.4	1.1	9.6
